KCNQ1 act – potentiates or activates the human KCNQ1 potassium channel. B-score at 10 µM. P51787. CHO-K1 KCNQ1, thallium flux FluxOR fluorescence; stronger effect = higher value. hit rate 0.35% among 310,000;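 active means fluorescence ratio B-score, a plate-corrected score, at least three library SD, with initial intensity B-score within 5 SD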
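Schedule – 37 °C overnight plating, 90-min dark dye load, 20-min compound pretreatment · System – stable KCNQ1 CHO-K1 line · Probe or stimulus – thallium- and potassium-containing depolarizing buffer · Measured by – kinetic FluxOR fluorescence, 10 s baseline plus 110 s post-stimulus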
HDAC3 inhib – inhibitors of human histone deacetylase 3; inhibition, % at 8.3 µM; recombinant HDAC3, fluorogenic peptide/trypsin coupled, fluorescence; hit rate 0.15% among 320,000; in the data active means inhibition above about 26%, passing the limit was not always enough
KCNK9 inh – inhibitors of human KCNK9 two-pore domain potassium channel; Q9NPC2; HEK293 KCNK9, FluxOR thallium flux fluorescence; stronger effect = lower value; B-score at 10 µM; hit rate 1.2% among 310,000; AID 488922;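 active means ratio B-score over 3 SD below the library mean, with starting fluorescence within 5 SD of its mean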;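 further: negative B-score means less thallium flux so channel inhibition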
DYRK1A inh – inhibitors of rat Dyrk1A kinase; Q63470; ADP-Glo luminescence, NFATc1 peptide; inhibition, % at 12.5 µM; hit rate 0.43% among 310,000; in the data active means inhibition above about 50%;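 further: plate controls were vehicle with enzyme for no effect and no enzyme for full effect; many of its hits are not listed in these tables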
GSK3beta inhib – blocks human GSK3beta kinase activity | P49841 | GST-GSK3beta kinase, ADP-Glo luminescence, 60 min; stronger effect = lower value | activity score (negative = inhibition), % at 10 µM | hit rate 0.038% among 300,000;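 active means more than half of replicate wells score below -50%, meaning over 50% inhibition versus plate controls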;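 further: 0% = median DMSO wells and -100% = median GW8510 positive control wells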
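Test system – GST-tagged human GSK3beta kinase, cell-free · Incubation – 60 min enzyme reaction, room temperature · Signal – ADP-Glo luminescence · Also added – peptide substrate and ATP at 25 µM · Controls – DMSO neutral wells and GW8510 at 20 µM as positive · Buffer or medium – Tris/MgCl2 kinase buffer · Measure – Luminescence-derived activity versus plate DMSO and GW8510 wells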
KCNQ1 inh – inhibitors of human KCNQ1 potassium channel; P51787; CHO-K1 KCNQ1, FluxOR thallium flux fluorescence; stronger effect = higher value; B-score at 10 µM; hit rate 1.3% among 310,000;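 active means compounds whose thallium flux B-score, printed positive for inhibition, exceeds three library SD while starting fluorescence stays within three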;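 further: channel opened by potassium depolarization with thallium stimulus after 20 min compound exposure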
hERG protect – compounds protecting human hERG from proarrhythmic drug block. Q12809. CHO-hERG, FluxOR thallium flux, dofetilide IC70 present. activation (rescue from dofetilide block), less the hit threshold, % at 10 µM. hit rate 0.51% among 310,000;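 active means activation above the mean of controls blocked by dofetilide plus 5 SD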;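 further: thallium influx through hERG after potassium depolarization seen as dye fluorescence rise; in these data hits start at about 4.7%; inactives centre near -7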
Target sequence (Q12809 whole entry, looked up): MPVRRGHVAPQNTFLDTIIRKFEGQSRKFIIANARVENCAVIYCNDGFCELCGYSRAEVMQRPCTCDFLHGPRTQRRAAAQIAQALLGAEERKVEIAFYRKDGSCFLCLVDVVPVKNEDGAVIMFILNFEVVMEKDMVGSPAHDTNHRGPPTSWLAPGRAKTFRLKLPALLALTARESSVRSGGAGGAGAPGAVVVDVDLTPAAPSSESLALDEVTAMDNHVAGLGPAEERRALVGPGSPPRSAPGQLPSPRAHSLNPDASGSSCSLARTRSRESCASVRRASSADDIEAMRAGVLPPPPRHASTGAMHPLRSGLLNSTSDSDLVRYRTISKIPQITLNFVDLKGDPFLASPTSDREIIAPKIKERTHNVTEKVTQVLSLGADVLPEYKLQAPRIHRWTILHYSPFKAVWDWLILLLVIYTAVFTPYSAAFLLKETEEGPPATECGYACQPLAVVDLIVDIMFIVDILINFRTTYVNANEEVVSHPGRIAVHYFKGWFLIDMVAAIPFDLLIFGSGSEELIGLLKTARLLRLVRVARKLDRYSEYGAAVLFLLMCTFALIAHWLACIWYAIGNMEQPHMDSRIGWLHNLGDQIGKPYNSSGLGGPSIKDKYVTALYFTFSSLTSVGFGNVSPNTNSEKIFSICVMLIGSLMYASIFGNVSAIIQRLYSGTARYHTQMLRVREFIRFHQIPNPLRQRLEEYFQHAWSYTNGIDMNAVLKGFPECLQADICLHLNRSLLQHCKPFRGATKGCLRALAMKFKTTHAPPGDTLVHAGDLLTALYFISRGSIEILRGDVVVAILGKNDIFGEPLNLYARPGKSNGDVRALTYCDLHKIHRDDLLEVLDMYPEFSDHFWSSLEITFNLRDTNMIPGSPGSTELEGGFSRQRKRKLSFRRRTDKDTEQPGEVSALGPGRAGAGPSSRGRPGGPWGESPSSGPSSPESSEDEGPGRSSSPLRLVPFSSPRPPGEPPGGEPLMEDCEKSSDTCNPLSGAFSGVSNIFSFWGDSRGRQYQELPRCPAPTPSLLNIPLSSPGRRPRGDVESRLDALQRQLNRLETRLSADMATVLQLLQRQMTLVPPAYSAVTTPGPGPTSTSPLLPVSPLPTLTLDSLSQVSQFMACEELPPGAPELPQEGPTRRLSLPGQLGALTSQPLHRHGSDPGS
RGS4 act – potentiators or activators of RGS4. B-score at 10 µM. hit rate 0.92% among 310,000. HEK293 M3R/inducible RGS4, carbachol calcium flux Fluo4; stronger effect = lower value;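 active means B-score of the integrated calcium signal more than 4 SD below the library mean, with starting fluorescence not abnormally high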;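 further: negative B-score means reduced calcium response which marks RGS4 activation or potentiation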
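Test system: HEK293 cells with stable M3R and inducible RGS4; also added: carbachol at ECmax as muscarinic agonist stimulus; schedule: dye loading 30 min 37 °C, buffer rest 30 min RT; technique: kinetic calcium fluorescence imaging with Fluo4-AM dye, 2 µM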
KCNK3 block – human KCNK3 channel inhibition, primary screen; B-score at 10 µM; hit rate 0.84% among 340,000; CHO-KCNK3 thallium flux, FluxOR fluorescence; stronger effect = lower value;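 active means B-score under library mean minus 4 SD, starting fluorescence ratio at most library mean plus 5 SD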;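 further: more negative B-score means stronger inhibition of thallium flux through KCNK3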
GSK3 alpha inh – blocks human GSK-3 alpha kinase | P49840 | ADP-Glo luminescence, 60 min | inhibition, % at 10 µM | hit rate 0.1% among 320,000 | AID 2650;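 in the data active means inhibition above about 50%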;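 further: GST-tagged GSK-3 alpha with peptide substrate and 25 µM ATP; 0% = DMSO neutral wells and 100% = GW8510 positive control wells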
PolyA inhibitor – blocks polyadenylation in yeast reporter cells. hit rate 0.02% among 300,000. S. cerevisiae SKY197-pL101 polyadenylation reporter, beta-gal luminescence; efflux-impaired pdr1/pdr3 knockout yeast; score 100 = 6 SD above DMSO. AID 1875. calls only at 12 µM;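 active means lowest replicate activity score at least 50, where 100 means six control SD above control mean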;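 further: yeast exposed to compound for 9 h at 30 °C; higher score means more reporter readthrough which indicates perturbed polyadenylation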
Starred values were filed as active, the others as inactive; i = inactive; x = not tested or not shown. A portion of the library. The share of hits here may be higher or lower than overall.

Structure | KCNQ1 act | HDAC3 inhib | KCNK9 inh | DYRK1A inh | GSK3beta inhib | KCNQ1 inh | hERG protect | RGS4 act | KCNK3 block | GSK3 alpha inh | PolyA inhibitor
CCNC(=O)NC(=O)C(C)OC(=O)CCS(=O)(=O)c1ccc(C)cc1 (configuration not stated) | i | -2 | i | x | x | i | -7 | i | i | x | i
CC(C(=O)Nc1cccc(C#N)c1)N(C)CCOc1ccccc1 (configuration not stated) | i | -1 | i | 1 | -22 | i | -7 | i | i | 0 | i
CC1=C(CC(=O)NCC(=O)NCC(=O)O)c2cc(F)ccc2/C1=C/c1ccc(S(C)=O)cc1 (configuration not stated) | i | 3 | i | -1 | 4 | i | -3 | i | i | -1 | i
CN(Cc1ccc(F)cc1)C(=O)c1ccc(NC(=O)CC2SC(N3CCCC3)=NC2=O)cc1 (configuration not stated) | i | 3 | i | x | 2 | i | -5 | i | i | -2 | x
COc1cc2c(c3oc(=O)cc(CC(=O)O)c13)CCC(C)(C)O2 | i | 2 | i | 10 | -8 | i | -2 | i | i | 1 | i
Cc1ccc(-c2csc(C(C#N)=C3CCCC3)n2)cc1 | i | 16 | i | -5 | 0 | i | -7 | i | i | 0 | i
COc1cc(/C=C2\SC(N)=NC2=O)cc(Br)c1O | i | 8 | i | 24 | -3 | i | -10 | i | i | 2 | i
COc1ccc(CNC(=O)C2CC=CCC2C(=O)O)cc1OC (configuration not stated) | i | 3 | i | 3 | 0 | i | -7 | i | i | -3 | i
O=C(NCc1ccc2c(c1)OCO2)Nc1ccc2ccccc2c1 | i | 7 | i | x | -3 | i | -4 | i | i | -1 | i
Cc1ccc(OCC(=O)NC(=S)Nc2ccccn2)c(Br)c1 | i | -7 | i | -1 | -5 | i | 0 | i | i | 0 | i
CSc1nc(N2CCOCC2)cc(N2CCOCC2)n1 | i | 6 | i | 4 | 2 | i | -4 | i | i | -1 | i
COc1ccc(/C=C/C(=O)Nc2cc(C(F)(F)F)ccc2Cl)cc1OC | i | -2 | i | -2 | 3 | i | -2 | i | i | -2 | i
CC(C)Cc1nc2sc3c(=O)[nH]cnc3c2c2c1CCC2 | i | 11 | i | -10 | 1 | i | -7 | i | i | 0 | i
CCOC(=O)c1c(C)c(C(=O)N2CCN(c3ccc(F)cc3)CC2)c(C)n1C | i | -5 | i | 3 | -1 | i | -12 | i | i | 5 | i
CN(C)c1ccc(/C=C/C(=O)c2ccc3c(c2)OCCO3)cc1[N+](=O)[O-] | i | 3 | i | 4 | 2 | i | 0 | i | i | 0 | i
COCCN(C(=O)C(C)C)c1nnc(-c2ccc(C)cc2)s1 | i | 8 | i | 3 | 2 | i | -15 | i | i | -4 | i
O=S(=O)(c1cccs1)n1nnc2ccccc21 | i | -5 | i | -8 | -1 | i | -7 | i | i | -1 | i
COc1ccc(C)cc1C(=O)CCC(=O)NC1CCCCC1 | i | -8 | i | x | 4 | i | -5 | i | i | 0 | i
NS(=O)(=O)c1ccc(CCNCC(=O)NC2CC2)cc1 | i | -11 | i | -8 | 0 | i | -10 | i | i | x | i
CC(C)(C)OC(=O)N1CCC[C@H]1C(=O)NCC1CCC(C(=O)O)CC1 (some centres not stated) | i | 1 | i | -1 | -3 | i | -14 | i | i | -1 | i
CCCNc1c(NC(C)=O)c(=O)oc2ccccc12 | i | 1 | i | -2 | 1 | i | -3 | i | i | 0 | i
CCO[C@@H]1OC(C(=O)N2CCOCC2)=C[C@H](c2ccc(Br)cc2)[C@H]1CCCO | i | -3 | i | 0 | -5 | i | -9 | i | i | 1 | i
Cc1csc(=O)n1CC(=O)OCC(=O)NCc1ccc(F)cc1 | i | -7 | i | -4 | x | i | -7 | i | i | -2 | i
O=c1cc(CN2CCN(S(=O)(=O)/C=C/c3ccccc3)CC2)c2ccc(O)cc2o1 | i | -71 | i | 4 | -4 | i | -10 | i | i | 5 | i
N#Cc1ccc(/C=C/C(=O)c2ccccc2)cc1 | i | 12 | i | 1 | -4 | i | -4 | i | i | -1 | i
Cc1cccc(-c2nc(CSCC(=O)NCc3cccs3)c(C)o2)c1 | i | -2 | i | 14 | 2 | i | -15 | i | i | 0 | i
COC(=O)c1ccc(C(=O)Nc2ccc3nc(-c4cccnc4)[nH]c3c2)cc1 | i | 9 | i | -6 | -3 | i | -6 | i | i | -2 | i
c1ccc(-c2noc(-c3cccnc3)n2)nc1 | i | -1 | i | 5 | -4 | i | -14 | i | i | 11 | i
COc1ccc(C(=O)N(c2ccc(OC)cc2)S(=O)(=O)c2cccs2)cc1 | i | 0 | i | 1 | -1 | i | -7 | i | i | -1 | i
COc1cccc(CNn2cnnc2)c1O | i | 6 | i | 0 | x | i | -9 | i | i | -2 | i

Structure | KCNQ1 act | HDAC3 inhib | KCNK9 inh | DYRK1A inh | GSK3beta inhib | KCNQ1 inh | hERG protect | RGS4 act | KCNK3 block | GSK3 alpha inh | PolyA inhibitor
COC(=O)c1ccc(NC(=O)CCN2CCN(Cc3ccccc3)CC2)cc1 | i | -2 | i | -7 | -26 | i | -4 | i | i | -2 | i
CCOC(=O)c1sc(NC(=O)CSc2nc3c(c(=O)n2-c2ccc(C)cc2)SCC3)c(C(=O)OCC)c1C | i | -2 | i | -1 | 0 | i | -9 | i | i | -3 | i
Cc1nc(CNS(=O)(=O)c2ccc3c(c2)CCCC3)cs1 | i | x | i | -5 | -3 | i | -11 | i | i | -2 | i
NNC(=O)c1nc(Cl)c(Cl)c(N)c1Cl | i | -1 | i | -4 | 1 | i | -11 | i | i | 1 | i
OC(CN1CCN(Cc2ccccc2)CC1)c1ccccc1 (configuration not stated) | i | -3 | i | -3 | -13 | i | -13 | i | i | -3 | i
Clc1ccc(CNCCC2=CCCCC2)cc1 | i | -11 | i | 4 | 4 | i | -12 | i | i | -1 | i
O=C(OCc1ccccc1)c1cccnc1Cl | i | 8 | i | x | x | i | -11 | i | i | x | i
Cc1ccc(C2C(C(=O)O)c3ccccc3C(=O)N2C)o1 (configuration not stated) | i | 0 | i | x | 2 | i | -8 | i | i | -1 | i
COc1ccc(C2=NOC(C(=O)Nc3ccc(C(C)=O)cc3)C2)cc1OC (configuration not stated) | i | 4 | i | -3 | 2 | i | -15 | i | i | 0 | i
Fc1ccc(CN2CCSCC2)cc1Br | i | -1 | i | 4 | -1 | i | 2 | i | i | 0 | i
CC(C)C(=O)Nc1ccc(C(=O)NNC(=O)c2cccs2)cc1 | i | x | i | 4 | -5 | i | -5 | i | i | x | i
CCOc1cc(/C=N/NC(=O)CSc2nncn2C)ccc1OCc1ccccc1 | i | 6 | i | -1 | -2 | i | -4 | i | i | 0 | i
COc1cccc(C2C(C(=O)c3cccs3)=C(O)C(=O)N2CCN(C)C)c1OC (configuration not stated) | i | -2 | i | 1 | -4 | i | -13 | i | i | 1 | i
Nc1nnc(COc2ccc(Br)cc2Br)s1 | i | -2 | i | -5 | 0 | i | 4 | i | i | 1 | i
Cc1cc(C)c2c(N)c(S(=O)c3ccc(C(C)(C)C)cc3)sc2n1 (configuration not stated) | i | 6 | i | 2 | 0 | i | -7 | i | i | -7 | i
Cc1nn(C)cc1-c1cc(C(=O)O)c2ccccc2n1 | i | -18 | i | 1 | 3 | i | -4 | i | i | -1 | i
c1ccc(OCCn2cnc3ccccc32)cc1 | i | -1 | i | x | 3 | i | -8 | i | i | -1 | i
COc1ccc(Nc2nc(N3CCN(S(=O)(=O)N(C)C)CC3)nc3ccccc23)cc1 | i | -1 | i | 14 | -3 | i | -8 | i | i | -2 | i
COC(=O)c1sccc1-n1cccc1C(=O)N1CCOCC1 | i | -12 | i | 3 | 0 | i | -1 | i | i | -1 | i
CCC(=O)N1CCN=C1SCc1ccccc1Cl | i | 0 | i | 8 | 1 | i | -3 | i | i | -1 | i
COc1ccc(OC)c2c(N)c(C#N)c(C(F)(F)C(F)(F)F)nc12 | i | -3 | i | 2 | 3 | i | 0 | i | i | 0 | i
CCC(=O)Oc1oc(-c2ccccc2)nc1C=Nc1ccccc1OC | i | 6 | i | 5 | -2 | i | -3 | i | i | -6 | i
Cc1cc(NC(=O)C(C)SCC(=O)Nc2ccccc2OC(F)F)no1 (configuration not stated) | i | -2 | i | 10 | 4 | i | -5 | i | i | 1 | i
O=S(=O)(CCSc1nc2ccccc2s1)c1nc2ccccc2s1 | i | 4 | i | -3 | -3 | i | -10 | -7.4* | i | 0 | i
Cc1nn(CCc2n[nH]c(=S)n2C2CCCCC2)c(C)c1Br | i | -2 | i | -5 | -2 | i | -12 | i | i | 1 | i
Cc1ccc(C(=O)OCC(=O)NCCc2ccccc2)cc1S(=O)(=O)N1CCOCC1 | i | 6 | i | 0 | 5 | i | -16 | i | i | -2 | i
CCc1sc(N(C(=O)Cc2ccccc2)c2ccccc2)nc1-c1ccccc1 | i | -2 | i | -4 | -2 | i | -13 | i | i | 0 | i
O=C(O)CC1(CC(=O)N2CCN(CCO)CC2)CCCC1 | i | 0 | i | 1 | 2 | i | -7 | i | i | -1 | i
O=C(NCC(c1cccnc1)N1CCN(c2ccc(F)cc2)CC1)c1cccc(Cl)c1 (configuration not stated) | i | -8 | i | -3 | 2 | i | -7 | i | i | 0 | i
Cc1c(N(C)S(=O)(=O)c2cc(C(=O)N3CCCC3)ccc2Cl)c(=O)n(-c2ccccc2)n1C | i | 1 | i | -6 | 1 | i | -12 | i | i | -1 | i
COc1ccc2c(Cl)c(C(=O)N/N=C/c3cccnc3)sc2c1 | i | -3 | i | 64* | 5 | i | -19 | i | i | 13 | i
CCOC(=O)N1CCN(C(=O)COc2cc(C)c(Cl)c(C)c2)CC1 | i | 5 | i | -2 | -2 | i | -14 | i | i | -2 | i
COCCNC(=O)Cn1c(=O)oc2cc(S(=O)(=O)N3CC(C)CC(C)C3)ccc21 (configuration not stated) | i | 4 | i | -3 | 1 | i | -7 | i | i | 0 | i
